Source: PubChem BioAssay
Vc quorum ag: inducers of Vibrio cholerae quorum light production without autoinducers; V. cholerae BH1578 lux reporter, luminescence, 6 h; activation, % at 18.7 µM; 350,000 tested, 0.16% active; AID 588436; in the data active = activation mostly above about 9.7%, no sharp cut-off; note: not every result past the cut was called active; inactives centre near 0; reference of the scale not given here
SSB-PriA inh: blocks PriA binding to SSB C-terminal tail; inhibition, % at 33 µM; AlphaScreen SSBct-PriA binding, biotinylated peptide; AID 1272365; 430,000 tested, 0.6% active; in the data active = inhibition mostly above about 37%, no sharp cut-off; inactive = mostly below about 20%;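 note: plate controls were negative control peptide for no effect and reference peptide for full effect; strong numbers were not always called active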
Mtb FBA inh: Mtb fructose-bisphosphate aldolase inhibition. purified M. tuberculosis FBA, fluorescence read-out. inhibition, % at 1 µM. 360,000 tested, 2.3% active; in the data active = inhibition above about 27%;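 note: 0% = vehicle and 100% = reference inhibitor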
Target sequence (P9WQA3 whole entry, looked up): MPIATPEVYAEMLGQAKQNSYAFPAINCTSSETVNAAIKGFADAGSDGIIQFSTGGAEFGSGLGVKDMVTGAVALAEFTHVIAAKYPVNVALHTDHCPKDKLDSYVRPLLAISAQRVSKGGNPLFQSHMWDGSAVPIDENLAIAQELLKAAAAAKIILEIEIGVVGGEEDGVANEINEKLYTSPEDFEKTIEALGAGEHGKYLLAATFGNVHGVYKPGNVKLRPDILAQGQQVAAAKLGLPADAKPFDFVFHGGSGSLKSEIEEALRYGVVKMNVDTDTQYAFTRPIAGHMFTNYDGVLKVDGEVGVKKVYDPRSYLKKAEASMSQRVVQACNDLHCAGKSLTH
BioA inh: blocks M. tuberculosis BioA enzyme activity. inhibition, % at 9.99 µM. 360,000 tested, 0.096% active. AID 602481. purified M. tuberculosis BioA enzyme, plate reader; in the data active = inhibition above about 40%
Rv3671c inh: inhibitors of M. tuberculosis serine protease Rv3671c; P9WHR9; inhibition, % at 5.96 µM; 320,000 tested, 0.048% active; AID 2606; in the data active = inhibition above about 38%;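 note: extracellular domain of Rv3671c used as enzyme; 0% = enzyme with DMSO and 100% = no enzyme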
Target sequence (P9WHR9 whole entry, looked up, the tested form may be a part): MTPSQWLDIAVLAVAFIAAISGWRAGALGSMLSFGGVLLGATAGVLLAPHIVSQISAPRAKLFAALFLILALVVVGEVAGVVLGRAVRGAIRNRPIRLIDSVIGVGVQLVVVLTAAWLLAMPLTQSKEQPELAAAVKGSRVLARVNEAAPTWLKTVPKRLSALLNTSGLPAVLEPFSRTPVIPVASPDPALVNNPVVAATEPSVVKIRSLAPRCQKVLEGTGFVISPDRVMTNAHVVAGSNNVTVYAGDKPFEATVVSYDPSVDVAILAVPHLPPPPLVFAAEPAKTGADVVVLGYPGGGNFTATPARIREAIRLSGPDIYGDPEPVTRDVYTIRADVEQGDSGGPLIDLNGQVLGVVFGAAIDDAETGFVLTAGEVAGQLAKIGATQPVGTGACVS
MazEF act: MazEF (E. coli) toxin RNase activation | P0AE70 | FAM/BHQ RNA-DNA oligo cleavage fluorescence, 5 h | activation, % at 20 µM | 350,000 tested, 0.32% active | AID 504720; in the data active = activation above about 50%
Target sequence (P0AE70 whole entry, looked up): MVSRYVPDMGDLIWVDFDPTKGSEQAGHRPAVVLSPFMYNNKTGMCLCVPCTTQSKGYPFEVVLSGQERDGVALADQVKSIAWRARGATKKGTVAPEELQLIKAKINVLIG
SARS 3CLpro inh: SARS-CoV 3CLpro protease inhibition. recombinant SARS-CoV 3CLpro, quenched FRET peptide cleavage. inhibition, % at 6 µM. 290,000 tested, 0.14% active. AID 1706; in the data active = inhibition above about 12%
UGM FP inh: blocks M. tuberculosis UGM enzyme. P9WIQ1. purified UGM, fluorescence polarization probe displacement. inhibition, % at 10 µM. 320,000 tested, 0.06% active. AID 504406; in the data active = inhibition above about 10%, passing the limit was not always enough
GDH-TPI inh: GDH-TPI coupled enzyme inhibition counter-screen; GDH-TPI coupled enzyme counterscreen, NADH absorbance; inhibition, % at 4.8 µM; 360,000 tested, 1.2% active; in the data active = inhibition above about 30%;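 note: 0% = DMSO wells and 100% = wells lacking the enzyme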
VHR inh abs: DUSP3 (human) phosphatase inhibition. AID 1654. P51452. recombinant VHR phosphatase, pNPP absorbance. 290,000 tested, 0.52% active. inhibition, % at 13.3 µM; in the data active = inhibition above about 50%; note: some compounds called inactive have numbers as strong as hits
Target sequence (P51452 whole entry, looked up): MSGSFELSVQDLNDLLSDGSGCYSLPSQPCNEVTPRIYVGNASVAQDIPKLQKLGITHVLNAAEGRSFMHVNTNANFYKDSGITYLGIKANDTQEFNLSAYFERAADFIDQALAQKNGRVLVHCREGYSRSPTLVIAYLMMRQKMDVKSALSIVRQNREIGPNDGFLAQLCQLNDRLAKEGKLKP
* marks the source's active call; other numbers are inactive results. Some of the compounds tested; the hit share may differ from the screen's.

What do the screens show for `O=C(N/C(=C/c1cccc([N+](=O)[O-])c1)C(=O)N1CCCCCC1)c1cccs1`?
Vc quorum ag: -0.2; SSB-PriA inh: 4; Mtb FBA inh: 3; BioA inh: 3.5; Rv3671c inh: -2; MazEF act: 1; SARS 3CLpro inh: -10; UGM FP inh: -3.8; GDH-TPI inh: 0; VHR inh abs: 2

How did Cc1cc(C(=O)NP(=O)(N2CCOCC2)N2CCOCC2)c(C)n1-c1ccc(Br)cc1 do in these assays?
Vc quorum ag: -0.2; SSB-PriA inh: 18; Mtb FBA inh: -1; Rv3671c inh: 8; MazEF act: 5; SARS 3CLpro inh: 1; UGM FP inh: 3.2; GDH-TPI inh: 2; VHR inh abs: 18

How did COc1cc2c(cc1OC)CN(C(=S)Nc1ccccc1Cl)CC2 do in these assays?
Vc quorum ag: 1.1; SSB-PriA inh: 5; Mtb FBA inh: -6; Rv3671c inh: 1; MazEF act: 8; SARS 3CLpro inh: 2; UGM FP inh: 0.1; GDH-TPI inh: -7; VHR inh abs: 8

How did COc1cc2c(cc1OC)CC(=O)NC=C2 do in these assays?
Vc quorum ag: 1.0; SSB-PriA inh: 0; Mtb FBA inh: 4; Rv3671c inh: -1; MazEF act: -1; SARS 3CLpro inh: 2; GDH-TPI inh: 0; VHR inh abs: 12

Results for COC(=O)c1cc(CNC(=O)c2cccc(Cl)c2)ccc1OC ?
Vc quorum ag: -0.6; SSB-PriA inh: -18; Mtb FBA inh: 2; BioA inh: 1.8; Rv3671c inh: -5; MazEF act: 5; SARS 3CLpro inh: 2; UGM FP inh: -3.0; GDH-TPI inh: 2; VHR inh abs: 16

Results for CCC1C(=NO)C(CC)C(c2ccccc2)NC1c1ccccc1 (centres undefined) ?
Vc quorum ag: -3.0; SSB-PriA inh: 2; Mtb FBA inh: -2; BioA inh: -1.9; Rv3671c inh: 4; MazEF act: -2; SARS 3CLpro inh: -8; UGM FP inh: -2.1; GDH-TPI inh: 12; VHR inh abs: -8

Results for CCOc1ccc(NC(=O)CC2C(=O)N(c3ccc(OC)c(Cl)c3)C(=S)N2C2CC2)cc1 (centres undefined) ?
Vc quorum ag: inactive; SSB-PriA inh: 1; Mtb FBA inh: -1; BioA inh: -0.4; Rv3671c inh: -11; MazEF act: 1; SARS 3CLpro inh: 12; UGM FP inh: -1.4; GDH-TPI inh: 2; VHR inh abs: -35

How did O=[n+]1c2c(n([O-])c3cc(Cl)ccc31)CCCC2 do in these assays?
Vc quorum ag: -0.3; SSB-PriA inh: 13; Mtb FBA inh: 3; BioA inh: 2.1; Rv3671c inh: -2; MazEF act: 11; SARS 3CLpro inh: -5; UGM FP inh: 0.4; GDH-TPI inh: -3; VHR inh abs: 28

How did O=C(CCN1CCN(Cc2ccccc2)CC1)Nc1ccccc1Cl do in these assays?
Vc quorum ag: -0.2; SSB-PriA inh: -7; Mtb FBA inh: 1; Rv3671c inh: 2; MazEF act: 1; SARS 3CLpro inh: 4; UGM FP inh: -1.9; GDH-TPI inh: -3; VHR inh abs: -5

How did COc1ccc(CNC(=O)C2CCCN(S(=O)(=O)c3ccc(F)cc3)C2)cc1 (centres undefined) do in these assays?
Vc quorum ag: inactive; SSB-PriA inh: -3; Mtb FBA inh: -1; BioA inh: -1.2; Rv3671c inh: 1; MazEF act: 4; SARS 3CLpro inh: 4; UGM FP inh: -2.2; GDH-TPI inh: 11; VHR inh abs: -23

Results for CC(C)N(Cc1nc(-c2ccccc2)no1)C(=O)COc1ccccc1 ?
Vc quorum ag: inactive; SSB-PriA inh: -20; Mtb FBA inh: -3; BioA inh: -3.6; Rv3671c inh: 6; MazEF act: 0; SARS 3CLpro inh: 0; UGM FP inh: 2.2; GDH-TPI inh: -4; VHR inh abs: 19

How did CN(C)S(=O)(=O)c1ccc(N2CCCC2)c(C(=O)NNC(=O)c2ccc(F)cc2)c1 do in these assays?
Vc quorum ag: -0.6; SSB-PriA inh: -5; Mtb FBA inh: 2; BioA inh: -2.1; Rv3671c inh: -2; MazEF act: -17; UGM FP inh: -0.8; GDH-TPI inh: -3

Results for CN(C)Cc1c(O)c(Cl)cc2c3c(c(=O)oc12)CCCC3 ?
SSB-PriA inh: 8; Mtb FBA inh: active; BioA inh: 3.4; Rv3671c inh: -2; MazEF act: 26; SARS 3CLpro inh: -3; UGM FP inh: 1.3; GDH-TPI inh: 19; VHR inh abs: 13

How did CC(C)c1ccc(-c2nc(N3CCOCC3)[nH]c(=O)c2C#N)cc1 do in these assays?
Vc quorum ag: 8.7; SSB-PriA inh: 1; Mtb FBA inh: -7; BioA inh: 0.6; Rv3671c inh: -16; MazEF act: 2; SARS 3CLpro inh: 3; UGM FP inh: -1.2; GDH-TPI inh: -3; VHR inh abs: 14

Results for Cc1cccc(NC(=O)CN2NS(=O)(=O)c3ccccc3C2=O)c1 ?
Vc quorum ag: -0.2; SSB-PriA inh: -21; Mtb FBA inh: 0; BioA inh: -1.1; Rv3671c inh: 1; MazEF act: -1; SARS 3CLpro inh: 1; UGM FP inh: 1.3; GDH-TPI inh: 2; VHR inh abs: -6

Arranged by molar mass (rising): four of the compounds above
How did COc1cc2c(cc1OC)CC(=O)NC=C2 do in these assays?
Vc quorum ag: 1.0; SSB-PriA inh: 0; Mtb FBA inh: 4; Rv3671c inh: -1; MazEF act: -1; SARS 3CLpro inh: 2; GDH-TPI inh: 0; VHR inh abs: 12

Results for CN(C)Cc1c(O)c(Cl)cc2c3c(c(=O)oc12)CCCC3 ?
SSB-PriA inh: 8; Mtb FBA inh: active; BioA inh: 3.4; Rv3671c inh: -2; MazEF act: 26; SARS 3CLpro inh: -3; UGM FP inh: 1.3; GDH-TPI inh: 19; VHR inh abs: 13

Results for Cc1cccc(NC(=O)CN2NS(=O)(=O)c3ccccc3C2=O)c1 ?
Vc quorum ag: -0.2; SSB-PriA inh: -21; Mtb FBA inh: 0; BioA inh: -1.1; Rv3671c inh: 1; MazEF act: -1; SARS 3CLpro inh: 1; UGM FP inh: 1.3; GDH-TPI inh: 2; VHR inh abs: -6

How did COc1cc2c(cc1OC)CN(C(=S)Nc1ccccc1Cl)CC2 do in these assays?
Vc quorum ag: 1.1; SSB-PriA inh: 5; Mtb FBA inh: -6; Rv3671c inh: 1; MazEF act: 8; SARS 3CLpro inh: 2; UGM FP inh: 0.1; GDH-TPI inh: -7; VHR inh abs: 8

Other results.
What do the screens show for `CCCN1C(=O)/C(=C/c2ccc(C)s2)NC1=S`?
Vc quorum ag: inactive; SSB-PriA inh: 3; Mtb FBA inh: -13; BioA inh: -1.2; Rv3671c inh: -5; MazEF act: -6; SARS 3CLpro inh: 8; UGM FP inh: 2.0; GDH-TPI inh: 14; VHR inh abs: 25

Results for O=C(CCSCc1ccccc1F)NCc1ccc(F)cc1 ?
Vc quorum ag: inactive; SSB-PriA inh: -4; Mtb FBA inh: -2; BioA inh: 1.5; Rv3671c inh: 1; MazEF act: 3; SARS 3CLpro inh: -4; UGM FP inh: 0.2; GDH-TPI inh: 5; VHR inh abs: 2

How did Cn1c(=NC(=O)c2cccc([N+](=O)[O-])c2)sc2ccccc21 do in these assays?
Vc quorum ag: -0.1; SSB-PriA inh: -8; Mtb FBA inh: 0; Rv3671c inh: 1; MazEF act: 2; SARS 3CLpro inh: 0; UGM FP inh: -2.0; GDH-TPI inh: 5; VHR inh abs: 32

What do the screens show for `O=S(=O)(c1ccc(Cl)cc1)N1CCC2(CC1)OCCO2`?
Vc quorum ag: inactive; SSB-PriA inh: -2; Mtb FBA inh: 3; BioA inh: -0.6; Rv3671c inh: -5; MazEF act: 3; SARS 3CLpro inh: -1; UGM FP inh: 2.2; GDH-TPI inh: 0; VHR inh abs: 23

Results for COCCNc1oc(-c2ccco2)nc1S(=O)(=O)c1ccccc1 ?
Vc quorum ag: -1.3; SSB-PriA inh: 24; Mtb FBA inh: 0; BioA inh: -0.3; Rv3671c inh: -1; MazEF act: -1; SARS 3CLpro inh: 1; UGM FP inh: 1.7; GDH-TPI inh: 10; VHR inh abs: 19

What do the screens show for `O=C(NC(Cc1ccccc1)C(=O)NC1CC1)OCc1ccccc1` (centres undefined)?
Vc quorum ag: -0.2; SSB-PriA inh: -4; Mtb FBA inh: 3; BioA inh: -1.3; Rv3671c inh: 3; MazEF act: -3; SARS 3CLpro inh: 5; UGM FP inh: 0.4; GDH-TPI inh: 11; VHR inh abs: 7

How did COc1ccc(N(CC(=O)N2CCCCC2)S(=O)(=O)c2ccccc2)c(OC)c1 do in these assays?
Vc quorum ag: -0.6; SSB-PriA inh: 4; Mtb FBA inh: 3; BioA inh: -0.4; Rv3671c inh: 6; MazEF act: 5; SARS 3CLpro inh: 0; UGM FP inh: -1.3; GDH-TPI inh: -2; VHR inh abs: -27

What do the screens show for `Cc1ccc(-n2nnnc2SCC(=O)NNC(=O)c2ccc([N+](=O)[O-])cc2)cc1`?
Vc quorum ag: -0.4; SSB-PriA inh: -8; Mtb FBA inh: -3; Rv3671c inh: -1; MazEF act: 2; SARS 3CLpro inh: -1; UGM FP inh: -3.9; GDH-TPI inh: 5; VHR inh abs: -1

What do the screens show for `Cc1ccc(C(=O)OCC(=O)NCC2COc3ccccc3O2)cc1` (centres undefined)?
Vc quorum ag: inactive; SSB-PriA inh: -20; Mtb FBA inh: 4; BioA inh: -1.6; Rv3671c inh: -4; MazEF act: -2; UGM FP inh: 1.7; GDH-TPI inh: 4

Results for CN(Cc1ccc(OCC(O)CN2CCCCC2)cc1)Cc1ccnc2ccccc12 (centres undefined) ?
Vc quorum ag: inactive; SSB-PriA inh: 2; Mtb FBA inh: 7; BioA inh: 0.6; MazEF act: 1; SARS 3CLpro inh: 2; GDH-TPI inh: 0; VHR inh abs: 25

How did Clc1ccc(OCCN2CCCCC2)c(Cl)c1 do in these assays?
Vc quorum ag: inactive; SSB-PriA inh: 2; Mtb FBA inh: 3; BioA inh: 0.0; Rv3671c inh: 0; MazEF act: -1; SARS 3CLpro inh: -3; UGM FP inh: 1.6; GDH-TPI inh: 8; VHR inh abs: 23

What do the screens show for `Cc1ccc(NC(=O)COC(=O)c2ccccc2Nc2ccccc2)cc1`?
Vc quorum ag: inactive; SSB-PriA inh: 4; Mtb FBA inh: -3; Rv3671c inh: -11; MazEF act: 4; SARS 3CLpro inh: 1; UGM FP inh: 1.0; GDH-TPI inh: -2; VHR inh abs: -6

Results for O=C(CN(CC1CCCO1)C(=O)CNS(=O)(=O)c1ccc(Cl)cc1)NCc1ccccc1 (centres undefined) ?
Vc quorum ag: -0.3; SSB-PriA inh: -7; Mtb FBA inh: 2; BioA inh: -1.7; Rv3671c inh: -1; MazEF act: -3; SARS 3CLpro inh: -1; UGM FP inh: 1.1; GDH-TPI inh: 7; VHR inh abs: 10

What do the screens show for `COc1ccc(N(C(=O)Cn2nnc(-c3ccc(C)o3)n2)C(C(=O)NC2CCCC2)c2ccncc2)cc1` (centres undefined)?
Vc quorum ag: -0.4; SSB-PriA inh: -3; Mtb FBA inh: 3; BioA inh: -4.8; Rv3671c inh: 3; MazEF act: -26; SARS 3CLpro inh: 4; UGM FP inh: -0.1; GDH-TPI inh: 0; VHR inh abs: 20

Results for Cn1cccc1Cc1nnc(SCC(=O)Nc2ccc3c(c2)OCO3)n1-c1ccc(F)cc1 ?
Vc quorum ag: -0.2; SSB-PriA inh: 13; Mtb FBA inh: 0; BioA inh: 4.8; Rv3671c inh: 5; MazEF act: 1; SARS 3CLpro inh: 2; UGM FP inh: 3.3; GDH-TPI inh: 5; VHR inh abs: 21

What do the screens show for `Cc1ccc(S(=O)(=O)Nc2cccc(Cl)c2)cc1NC(=O)C1CC1`?
Vc quorum ag: -1.2; SSB-PriA inh: 1; Mtb FBA inh: -2; BioA inh: 2.3; Rv3671c inh: 5; MazEF act: 5; UGM FP inh: -1.7; GDH-TPI inh: -9

Results for CCN(C(=O)CN1C(=O)S/C(=C\c2ccccc2Cl)C1=O)C1CCS(=O)(=O)C1 (centres undefined) ?
Vc quorum ag: inactive; Mtb FBA inh: -2; BioA inh: -0.7; MazEF act: 13; GDH-TPI inh: 25
